MPTP block: permeability transition pore inhibition; isolated mouse mitochondria, Ca2+ swelling absorbance, 30 min; inhibition, % at 10 µM; actives 1.4% (n = 360,000);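 active means inhibition of 50% or more, scaled per plate between neutral and stimulator controls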;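 further: 0% = DMSO wells given calcium and 100% = 1 mM EGTA wells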
HKDC1 inh: inhibitors of human hexokinase HKDC1 | Q2TB90 | recombinant HKDC1, G6PDH/diaphorase resazurin coupled fluorescence | inhibition, % at 20 µM | actives 0.16% (n = 340,000);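 active means inhibition above about 35% when tested at 20 µM, limit read from the data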;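 further: plate controls were DMSO wells with enzyme for no effect and DMSO wells lacking enzyme for full effect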
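Assay system: in-house recombinant HK5 (HKDC1) enzyme. Input: HKDC1 at 5 µg/mL. Medium: Tris pH 8.0 buffer with MgCl2, Tween-20, BSA, BME. Dosing: single 20 µM dose. Schedule: 90 min reaction incubation at room temperature, dark. Signal: resazurin-to-resorufin fluorescence via G6PDH and diaphorase coupling, 525/613 nm. Controls: DMSO-enzyme wells negative, buffer-substituted wells positive.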
GRIN3A LBD mod: modulators (binders) of human NR3A ligand-binding domain; NR3A LBD differential scanning fluorimetry, Tm shift; 0% = protein alone, 100% = glycine-bound protein; Tm shift relative to glycine control, % at 25 µM; actives 2.5% (n = 340,000); AID 1259313;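 active means melting temperature shift of at least 10% of the positive control shift, at one fixed dose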
ATG4B inhibitor: blocks human ATG4B protease cleavage of LC3 substrate; Q9Y4P1; ATG4B cleavage of LC3-PLA2, NBD-HPC fluorescence, 1 h; inhibition, % at 8.33 µM; actives 0.51% (n = 340,000); in the data active means inhibition above about 40%
Target sequence (Q9Y4P1 whole entry, looked up): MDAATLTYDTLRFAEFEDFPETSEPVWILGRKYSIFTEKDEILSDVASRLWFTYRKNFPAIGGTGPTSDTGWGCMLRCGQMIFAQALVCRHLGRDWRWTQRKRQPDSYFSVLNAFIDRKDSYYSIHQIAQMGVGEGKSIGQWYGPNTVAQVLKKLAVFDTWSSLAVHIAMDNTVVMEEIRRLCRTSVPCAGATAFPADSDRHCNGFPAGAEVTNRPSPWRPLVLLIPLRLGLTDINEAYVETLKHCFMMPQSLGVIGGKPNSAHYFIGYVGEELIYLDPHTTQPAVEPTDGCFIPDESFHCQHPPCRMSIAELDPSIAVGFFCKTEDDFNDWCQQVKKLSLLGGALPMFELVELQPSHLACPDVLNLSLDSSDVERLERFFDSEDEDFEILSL
SENP8 inh: blocks human SENP8 cleavage of Nedd8 substrate; inhibition, % at 20 µM; recombinant SENP8, Nedd8 substrate fluorescence; actives 0.64% (n = 360,000); AID 602440; in the data active means inhibition mostly above about 40%, no sharp cut-off; inactive means mostly below about 27%
Target sequence (Q96LD8 whole entry, looked up): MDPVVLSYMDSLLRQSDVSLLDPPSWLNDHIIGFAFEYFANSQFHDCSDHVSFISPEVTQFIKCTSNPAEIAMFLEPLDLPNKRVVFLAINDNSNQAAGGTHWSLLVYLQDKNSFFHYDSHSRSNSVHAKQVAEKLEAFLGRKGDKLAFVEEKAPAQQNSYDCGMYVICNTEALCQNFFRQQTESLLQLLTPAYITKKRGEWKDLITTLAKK
PfGluPho inh: PfG6PD (Plasmodium falciparum) enzyme inhibition | PfGluPho enzyme, NADPH resazurin-diaphorase fluorescence | inhibition, % at 20 µM | actives 0.78% (n = 350,000);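 active means inhibition reaching at least a set limit at 20 µM in the primary screen, cut at about 59% in these data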;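 further: 0% = DMSO wells with substrate and 100% = DMSO wells lacking glucose-6-phosphate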
SENP7 block: SENP7 protease inhibition | recombinant SENP7, Z-RLRGG-aminoluciferin luminescence, 40 min | Q9BQF6 | AID 434973 | actives 1.5% (n = 330,000) | inhibition, % at 5 µM;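 active means inhibition above about 50% at the single test dose, limit read from the data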;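 further: plate controls were DMSO with enzyme for no effect and no enzyme buffer wells for full effect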
Target sequence (Q9BQF6 706-1050 limits assumed): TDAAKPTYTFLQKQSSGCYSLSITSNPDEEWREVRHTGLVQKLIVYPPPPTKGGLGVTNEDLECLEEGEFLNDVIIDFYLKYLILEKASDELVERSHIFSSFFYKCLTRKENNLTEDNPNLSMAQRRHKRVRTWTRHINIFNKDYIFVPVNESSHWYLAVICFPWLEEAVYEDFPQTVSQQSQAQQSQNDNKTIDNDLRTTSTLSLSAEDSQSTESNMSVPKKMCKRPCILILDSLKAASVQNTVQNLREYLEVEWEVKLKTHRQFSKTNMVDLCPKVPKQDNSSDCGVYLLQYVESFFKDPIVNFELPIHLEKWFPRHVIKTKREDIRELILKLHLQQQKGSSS
SENP6 inh: blocks the human protease SENP6; Q9GZR1; Recombinant SENP6 catalytic domain, aminoluciferin luminescence; inhibition, % at 10 µM; actives 1.8% (n = 330,000); AID 2599;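 active means inhibition above about 50% at the single tested dose, limit read from the data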;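 further: plate controls were DMSO wells with enzyme for no effect and DMSO wells lacking enzyme for full effect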
Active calls of the source: *; . = no result given.

SMILES	MPTP block	HKDC1 inh	GRIN3A LBD mod	ATG4B inhibitor	SENP8 inh	PfGluPho inh	SENP7 block	SENP6 inh
O=C(NC1CCN(C(=O)NCc2ccccc2)CC1)c1ccco1	-0.1	-2	0	-10	11	12	-9	-22
O=C(CN1CCCN(Cc2ccc(F)cc2Cl)C1=O)NC1CCCCCC1	2.3	-5	0	0	7	-1	-8	4
C/C(=N\NC(=S)Nc1cc(S(=O)(=O)N2CCOCC2)ccc1Cl)c1ccccc1F	1.6	-17	-8	-12	8	-8	2	13
Nc1ncnc(Sc2ccccc2)c1[N+](=O)[O-]	-1.0	-3	2	-6	13	-11	7	-5
COc1cccc(OC)c1NC(=O)CN(C)S(=O)(=O)c1ccc2c(c1)OCCO2	-0.3	-3	0	-3	-3	3	-4	-8
Nc1ccccc1C(=O)NNC1=C(C(=O)C(F)(F)F)CCC1	21	0	3	-3	-138	-24	0	-8
O=C(CN1C(=O)c2ccccc2S1(=O)=O)NCCSC1CCCCC1	1.9	-1	-1	2	17	-7	4	-2
Cc1cc2[nH]c(=O)c(=O)[nH]c2cc1S(=O)(=O)Nc1cccc(Cl)c1	-0.8	6	-14	7	-101	-19	0	7
O=C(COC(=O)CCOc1ccccc1)NCCC1=CCCCC1	-0.9	-7	0	1	0	-3	-9	-16
O=[N+]([O-])C(=C1Nc2ccccc2N1)C(Cl)=C(Cl)Cl	-3.6	14	0	1	15	-23	7	-2
O=C(COC(=O)/C=C/c1ccc(Cl)c(Cl)c1)NC1CC1	-1.0	0	-4	-8	7	0	2	-4
C/C(=N\c1nc2ccccc2n1C)c1cc(Cl)ccc1O	-3.2	-10	0	0	6	-23	5	-3
N#Cc1ccsc1NC(=O)c1cccc(-n2cnnn2)c1	1.6	1	-6	-3	0	26	-12	22
CCC1CCCCN1CCCNC(=O)c1ccc2c(=O)n(Cc3ccc(OC)cc3)c(=O)[nH]c2c1 (configuration not stated)	0.7	-5	-1	-2	-71	-5	3	-7
O=C(Cn1nc(-c2nn(CC(=O)c3ccccc3)c3[n+]2CCCCC3)[n+]2c1CCCCC2)c1ccccc1	-5.8	-3	1	2	23	0	-1	1
CCOc1ccc(S(=O)(=O)NCCC(=O)NCc2ccco2)cc1	1.4	-3	2	-7	10	13	5	1
COc1ccccc1/C=C1\CCCC2=C1Nc1nnnn1C2c1ccccc1OC (configuration not stated)	7.9	5	-2	-7	-107	19	.	.
COC(=O)c1c(NC(=O)C2COc3ccccc3O2)sc2c1CCN(C(C)=O)C2 (configuration not stated)	2.2	-1	-3	-19	-9	15	5	13
N=C1/C(=C\c2coc3ccccc3c2=O)C(=O)N=C2SC=CN12	37	4	-3	-7	-127	6	6	25
Cc1ccc(C)c(OCc2cc(C(=O)N3CCC(N4CCCC(O)C4)CC3)no2)c1 (configuration not stated)	-0.4	-4	-1	-10	-15	5	-3	3

Quoted from the listing (three entries):
SMILES	MPTP block	HKDC1 inh	GRIN3A LBD mod	ATG4B inhibitor	SENP8 inh	PfGluPho inh	SENP7 block	SENP6 inh
COC(=O)c1c(NC(=O)C2COc3ccccc3O2)sc2c1CCN(C(C)=O)C2 (configuration not stated)	2.2	-1	-3	-19	-9	15	5	13
N=C1/C(=C\c2coc3ccccc3c2=O)C(=O)N=C2SC=CN12	37	4	-3	-7	-127	6	6	25
Cc1ccc(C)c(OCc2cc(C(=O)N3CCC(N4CCCC(O)C4)CC3)no2)c1 (configuration not stated)	-0.4	-4	-1	-10	-15	5	-3	3

(more compounds)
SMILES	MPTP block	HKDC1 inh	GRIN3A LBD mod	ATG4B inhibitor	SENP8 inh	PfGluPho inh	SENP7 block	SENP6 inh
CCC1CCCCN1C(=O)c1cccc(S(=O)(=O)Nc2cc(C(F)(F)F)ccc2Cl)c1 (configuration not stated)	74*	16	4	-13	18	-24	-1	-7
OC(CCc1ccncc1)c1ccccc1 (configuration not stated)	0.0	-4	0	-7	25	10	0	-5
COc1ccc(CCN2CN(S(=O)(=O)c3ccc(C)cc3)c3nc4ccccc4nc32)cc1OC	1.2	-6	-5	-4	-18	29	3	-13
CC1CN(CCOc2ccccc2[N+](=O)[O-])CC(C)O1 (configuration not stated)	-0.4	0	-4	16	18	6	-7	30
COc1cccc2c3c(c(=O)[nH]c12)CC(C)(C)O3	0.4	4	-1	0	24	10	-6	-10
COc1ccccc1/C=N/NC(=O)c1sc(C)nc1C	-0.1	-3	-1	-6	-104	10	-6	-11
CC(=O)Nc1cccc(NS(=O)(=O)c2ccccc2[N+](=O)[O-])c1	0.2	-9	-2	6	12	-8	3	2
CCOC(=O)c1ccc(N2C=C(C(=O)OC)C(c3ccc(OC)c(O)c3)C(C(=O)OC)=C2)cc1	0.2	-4	2	-10	-134	26	-13	4
CCn1cc(C(=O)N2CCN(c3ccccn3)CC2)c(=O)c2cc(S(=O)(=O)N(C)C3CCCCC3)ccc21	-1.3	-6	2	-14	5	-12	-4	-8
Cc1ccc(C2N3CC4([N+](=O)[O-])CN2CC([N+](=O)[O-])(C3)C4(C)C)cc1 (configuration not stated)	-1.5	-9	0	-6	18	1	-5	-12
Cc1cccc(C)c1NS(=O)(=O)c1cc2c3c(c1)CCN3C(=O)CC2	0.6	1	0	3	8	-11	8	-14
O=C(O)/C=C/C(=O)NCCNc1ncc(C(F)(F)F)cc1Cl	-1.0	-5	-4	3	4	-3	-3	-2
COc1cccc(NC(=S)N2CCCN(Cc3ccc(F)cc3)C2)c1	6.8	-2	-3	-6	29	6	4	-20
O=C(NC1CCCCC1)C1CCCN1S(=O)(=O)c1ccc(F)cc1 (configuration not stated)	-1.0	-3	0	4	17	-6	-3	0
CCCn1ccnc1SC(C)C(=O)Nc1c(C)n(C)n(-c2ccccc2)c1=O (configuration not stated)	0.5	-3	-1	6	-3	5	0	2
O=C(NCc1ccncc1)c1ccc(NS(=O)(=O)c2ccccc2)cc1	-1.0	-8	3	0	0	6	3	-10
CCOc1cc(C(=O)OC(C)C(=O)Nc2ccccc2OC)ccc1OCC(=O)N1CCOCC1 (configuration not stated)	-0.8	-4	1	-9	10	-3	.	.
Cc1ccc(C(=O)O/N=C(\N)c2ccccn2)c(Cl)c1	0.9	-5	-1	1	8	7	99*	96*
Nc1c(C(=O)N/N=C/c2ccc(Cl)cc2)cnn1-c1ccccc1	0.1	3	-5	5	-40	2	6	4
CC(C)C(=O)OCC(=O)NCc1ccccc1Cl	2.2	-7	0	-8	22	7	1	-11
CC(=O)Nc1cccc(NC(=O)C2CCCN2C(=O)Nc2ccccc2C)c1 (configuration not stated)	-0.4	-10	0	3	-6	-8	2	-11
COc1ccc(S(=O)(=O)CCC(=O)Nc2ccc(OC)cc2OC)cc1	-0.9	0	3	3	8	20	2	-4
O=C(Nc1ccccc1)Nc1cnccn1	0.8	-6	1	-2	-4	2	7	1
CCc1nnc(NC(=O)CN2C(=O)c3ccccc3S2(=O)=O)s1	-0.6	1	-1	-1	7	-23	29	-12
CCS(=O)(=O)N1Cc2ccccc2CC1C(=O)Nc1ccc(OC)c(OC)c1 (configuration not stated)	-1.2	-4	0	-3	12	3	4	28
CC(C)CN(C(=O)COC(=O)C1=COCCO1)c1c(N)n(Cc2ccccc2)c(=O)[nH]c1=O	-1.3	3	1	-5	3	-2	13	-13
Cc1cc([N+](=O)[O-])c2[nH]c(C(=O)N/N=C/c3ccccc3C(=O)O)c(-c3ccccc3)c2c1	2.5	1	29*	-2	27	-10	.	.
COc1ccc(Cl)cc1NC(=O)CN1C(=O)NC2(CCCC2)C1=O	-0.7	0	1	5	13	-8	2	-6
CCc1cc(C(=O)N2CCCC(C(=O)c3ccc(C(F)(F)F)cc3)C2)n(C)n1 (configuration not stated)	1.6	-3	1	-3	1	12	0	5
CC(C)(C)NS(=O)(=O)c1ccc(-c2csnn2)s1	-2.1	2	-3	-1	11	-9	10	-8
CCN(CC)CCNC(=O)CCCCCn1c(=O)[nH]c2cc(C(=O)OC)ccc2c1=O	0.2	-2	-3	1	-205	-8	2	0
Cc1cccc(OCCNC(=O)c2ncn[nH]2)c1	-0.3	-4	-1	-3	6	4	-1	-4
CCCn1c(SCC(=O)Nc2cccnc2Cl)n[nH]c1=O	-1.7	-5	4	-2	-3	6	-7	-9
Cc1ccc(Nc2nc(-c3cccnc3)cs2)cc1Cl	1.7	-4	2	-3	10	14	4	-15
Cc1ccc(C(C)NC(=O)Cc2cccs2)c(C)c1 (configuration not stated)	0.2	-7	0	-4	4	-10	-1	9
CC(CCc1ccccc1)NC(=O)CCNC(=O)Cn1ccc2ccccc2c1=O (configuration not stated)	-0.6	-2	-1	1	-10	-11	1	0
O=C(CSc1nccc(=O)[nH]1)N1c2ccccc2CCc2ccccc21	-0.1	-8	-1	-19	6	19	5	-22
N#Cc1nc(-c2ccco2)oc1N1CCN(C(c2ccccc2)c2ccccc2)CC1	1.5	14	1	12	-273	-6	-17	-9
O=C(CSc1ccccc1C(=O)O)NC12CC3CC(CC(C3)C1)C2	2.7	-2	1	-5	39	4	11	0
COc1ccc(C2CC(c3cccs3)=NN2S(=O)(=O)c2ccc(C)cc2)cc1 (configuration not stated)	-0.7	7	-1	-10	10	-5	-1	2
CC(C)N(C(=O)CSc1nnnn1-c1ccc2c(c1)OCO2)C(C)C	-1.5	-5	-3	6	12	2	7	-9
CC(C)COc1ccc(C(=O)Nc2scc(-c3ccc(Cl)cc3Cl)c2C(N)=O)cc1	2.0	1	0	6	-223	-15	-11	-1
CC(=O)NC1(NC(C)=O)CCN(C)CC1	0.4	-4	-1	-1	3	-11	3	-19
Cc1nc2ccccc2nc1OCC(=O)Nc1ccccc1	1.1	1	0	-4	-131	7	0	15
C[C@@H](NC(=O)[C@@H]1Cc2ccccc2CN1)C(=O)NC1CCCCC1	-2.0	3	0	-7	20	-4	2	-4
CCOc1ccc(CNC(=O)CCCc2cn(C)c3ccccc23)cc1OC	0.3	-1	2	-1	19	-8	2	3
O=C(Cc1c2ccccc2nc2ccccc12)c1ccccc1	0.1	-4	3	-5	-379	9	1	-26
Cc1onc(-c2ccccc2)c1C(=O)NCC(O)c1ccccc1 (configuration not stated)	-1.2	4	-2	6	8	2	8	-7
Nc1c(C(=O)O)cnc2nc(N3CCOCC3)nn12	0.0	-2	-2	7	31	-7	-2	-3
O=C1NC(=O)/C(=C/c2ccccc2Oc2ccc(Cl)cc2)S1	19	11	-16	48*	6	-33	7	14

Whole records from above. Screens in order: MPTP block | HKDC1 inh | GRIN3A LBD mod | ATG4B inhibitor | SENP8 inh | PfGluPho inh | SENP7 block | SENP6 inh
O=C1NC(=O)/C(=C/c2ccccc2Oc2ccc(Cl)cc2)S1 reads 19 | 11 | -16 | 48* | 6 | -33 | 7 | 14
CCOc1ccc(CNC(=O)CCCc2cn(C)c3ccccc23)cc1OC reads 0.3 | -1 | 2 | -1 | 19 | -8 | 2 | 3

(cont.)
SMILES	MPTP block	HKDC1 inh	GRIN3A LBD mod	ATG4B inhibitor	SENP8 inh	PfGluPho inh	SENP7 block	SENP6 inh
N#CC(=C1CCCC1)c1nc(-c2ccc(Cl)cc2)cs1	2.2	0	-1	1	7	12	-6	-31
COc1cc(/C=C/C(=O)c2c(O)cc(C)oc2=O)cc(OC)c1O	-0.6	3	1	6	-12	33	-16	-6
O=C(CCS(=O)(=O)c1cc(Br)cc2c1N(C(=O)C1CC1)CC2)NCC1CCCO1 (configuration not stated)	-3.3	-8	1	3	6	5	9	-20
Cc1cc(NC(=O)CSC2=NS(=O)(=O)c3ccccc3N2)no1	-0.9	-5	5	-15	8	-10	2	-1
CC(CCc1ccccn1)C(=O)c1ccccc1 (configuration not stated)	-0.8	-4	0	-3	-2	24	.	.
O=C(O)c1ccccc1-c1ccccc1C(=O)Nc1ccc2c(c1)[nH]c(=O)c1ccccc12	-0.7	14	-5	-2	-166	-25	.	.
CCC1C(=O)C(CC)C(c2ccccc2)NC1c1ccccc1 (configuration not stated)	-0.2	0	1	-1	27	5	3	13
Nc1ccc(Cc2nc3c(ccc4ccccc43)[nH]2)cc1	-1.0	-1	-1	-22	-36	11	1	-9
CCOC(=O)c1sc(NC(=O)CSc2nc3c(cc2C#N)CCCCCC3)c(C#N)c1C	47	7	1	-7	-1	-14	-2	-13
C=CCn1c(C)cc(C(=O)CN2C(=O)c3ccccc3S2(=O)=O)c1C	0.7	-9	-1	-6	12	0	4	-5
